Compound activity deposited in PubChem by several laboratories.
MCL1-BIM inh: inhibitors of MCL1 binding to BIM-BH3, primary screen, biochemical, fluorescence polarization; Induced myeloid leukemia cell differentiation protein Mcl-1 (Homo sapiens), Q07820; GST-MCL1 / FITC-Bim-BH3 fluorescence polarization; inhibition, % at 10.9 µM; hit rate 0.68% among 320,000; AID 2057, 2009;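 active = inhibition above the mean inhibition of all tested compounds plus 3 SD, set per campaign, cut at about 40% in these data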;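 note: 0% = DMSO wells and 100% = unlabeled Bim-BH3 peptide control; higher means more loss of mP so more displacement of Bim peptide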
Target sequence (Q07820 whole entry, looked up): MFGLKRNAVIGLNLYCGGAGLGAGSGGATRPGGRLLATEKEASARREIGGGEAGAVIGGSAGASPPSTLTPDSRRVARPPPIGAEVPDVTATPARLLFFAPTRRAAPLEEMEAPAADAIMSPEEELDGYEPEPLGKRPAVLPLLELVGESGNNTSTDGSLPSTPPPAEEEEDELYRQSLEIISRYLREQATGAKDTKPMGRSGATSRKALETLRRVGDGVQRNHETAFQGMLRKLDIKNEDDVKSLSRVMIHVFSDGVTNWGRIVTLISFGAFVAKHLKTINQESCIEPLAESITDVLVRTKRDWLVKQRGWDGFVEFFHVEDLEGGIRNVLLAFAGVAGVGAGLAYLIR
GLD-1 TGE inh: GLD-1/TGE RNA complex disruptors, primary screen, biochemical, fluorescence polarization | purified GLD-1 + fluorescein TGE RNA | inhibition, % at 5.96 µM | hit rate 0.44% among 320,000 | AID 2280, 2010;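 active = percent inhibition above a per-plate cutoff, the plate mean of test compounds plus 3 SD, cut at about 30% in these data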;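 note: 0% = DMSO wells with GLD-1 and probe and 100% = wells lacking GLD-1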
Target sequence (Q17339 whole entry, looked up): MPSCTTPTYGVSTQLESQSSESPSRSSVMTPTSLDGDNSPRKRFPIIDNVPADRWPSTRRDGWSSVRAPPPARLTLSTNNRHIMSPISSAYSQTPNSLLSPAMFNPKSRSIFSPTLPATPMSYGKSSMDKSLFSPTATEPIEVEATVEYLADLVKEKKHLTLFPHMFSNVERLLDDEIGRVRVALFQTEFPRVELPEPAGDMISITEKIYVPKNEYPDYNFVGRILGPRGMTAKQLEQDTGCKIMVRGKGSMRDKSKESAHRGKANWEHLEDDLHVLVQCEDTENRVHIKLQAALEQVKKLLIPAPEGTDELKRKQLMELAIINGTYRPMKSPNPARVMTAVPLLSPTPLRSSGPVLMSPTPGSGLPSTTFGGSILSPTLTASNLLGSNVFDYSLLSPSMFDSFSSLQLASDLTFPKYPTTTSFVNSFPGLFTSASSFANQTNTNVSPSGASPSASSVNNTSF
EBNA-1 inhibitor: EBNA-1 DNA-binding inhibitors, primary screen, biochemical, fluorescence polarization; inhibition, % at 14.8 µM; hit rate 0.34% among 300,000; AID 1950, 2009; in the data active = inhibition above about 28%
ZTA DNA inh: counter-screen for EBNA-1 inhibitors: inhibitors of Epstein-Barr virus ZTA; inhibition, % at 11 µM; hit rate 0.15% among 320,000; ZTA-DNA binding, fluorescence polarization; AID 2234; P03206; in the data active = inhibition above about 33%
Target sequence (P03206 whole entry, looked up): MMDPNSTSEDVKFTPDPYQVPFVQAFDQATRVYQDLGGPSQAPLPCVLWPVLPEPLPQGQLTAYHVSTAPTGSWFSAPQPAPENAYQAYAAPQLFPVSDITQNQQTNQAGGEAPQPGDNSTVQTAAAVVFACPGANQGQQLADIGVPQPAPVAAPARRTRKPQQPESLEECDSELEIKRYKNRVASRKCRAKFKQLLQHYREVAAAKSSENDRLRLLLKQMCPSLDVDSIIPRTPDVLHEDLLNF
CR mimetic SO: reduction of superoxide in aged yeast, primary screen, HTS. S. cerevisiae aged cells, superoxide DHE fluorescence; active compounds read low. superoxide response (% of plate mean), % at 10 µM. hit rate 0.18% among 330,000. AID 2690, 2010;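 active = superoxide response under a set limit, about three screen SD below normal, cut at about 65% in these data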;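 note: yeast aged for seven days with compound at 30 °C before DHE staining; 100% = average MFI of all compound-treated wells on the plate with controls excluded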
BCLXL inh: inhibitors of human Bcl-xL, primary screen, biochemical, fluorescence polarization, HTS. Bcl-2-like protein 1 (Homo sapiens), Q07817. GST-Bcl-xL / FITC-Bim BH3 peptide fluorescence polarization. inhibition, % at 10.9 µM. hit rate 0.7% among 320,000;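 active = inhibition above the mean of all tested compounds plus 3 SD, cutoff set per campaign, cut at about 30% in these data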;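 note: 0% = DMSO wells and 100% = unlabeled Bim-BH3 peptide competitor; inhibitors lower millipolarization by displacing the labeled peptide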
Fam108B inh: mouse Fam108B serine hydrolase inhibitors, primary screen, counter-screen for RBBP9 inhibitor project, biochemical, fluorescence polarization; hit rate 0.33% among 300,000; recombinant Fam108B, FP-Rh probe fluorescence polarization; inhibition, % at 9.51 µM;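 active = inhibition above the screen mean inhibition plus 3 SD, computed separately per campaign, cut at about 18% in these data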;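 note: inhibitors lower polarization as less probe binds the enzyme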
Efflux pump inh: inhibitors of Candida efflux pumps in yeast, primary screen, S. cerevisiae, Nile Red, multiplex; S. cerevisiae Candida pump triplex; inhibition, % at 10 µM; hit rate 0.44% among 330,000; AID 485275, 2010;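 active = plate passing quality check with inhibition over a set limit, or well fluorescence over plate mean plus 4 SD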;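 note: Nile Red retained in pooled yeast measured as flow cytometry median fluorescence; 0% = buffer negative control and 100% = Enniatin B positive control; higher means more Nile Red kept so more efflux inhibition; some compounds called inactive have numbers as strong as hits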
MEX-5 binding: MEX-5 zinc finger RNA-binding disruptors – biochemical, C. elegans, fluorescence polarization, MLPCN library, primary screen; MEX-5/FITC-TCR2 RNA binding; active compounds read low; hit rate 0.38% among 300,000; activity score (negative = inhibition of binding), % at 10 µM;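 active = inhibition past about -25% in most replicates, and total fluorescence under double the plate's negative control median, limit read from the data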;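 note: 0% = DMSO and -100% = 5 µM competing unlabeled TCR2 RNA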
Starred values were filed as active, the others as inactive; . = no result given.

item | Compound | MCL1-BIM inh | GLD-1 TGE inh | EBNA-1 inhibitor | ZTA DNA inh | CR mimetic SO
1 | O=C(NCc1cccc(Br)c1)C1CC2Cn3c(nc4ccccc43)C2N1c1ccccc1 (centres undefined) | -3 | 5 | -7 | 4 | 98
2 | CCOc1cc(CNCCSc2nnnn2C)cc(Br)c1OCc1ccccc1 | 1 | 2 | -11 | 6 | 108
3 | O=C(CN1CCN(c2ncccn2)CC1)N1CCCc2c1c(=O)oc1ccc(O)cc21 | 5 | 4 | 7 | 10 | 89
4 | CCCC(=O)N/C(N)=N/c1nc(C)c2cc(C)ccc2n1 | -9 | 0 | -2 | -2 | 100
5 | CCN1CCc2c(sc(NC(=O)c3ccc(S(=O)(=O)N4CCCCCC4)cc3)c2C(=O)NC)C1 | -3 | -16 | -1 | 13 | 118
6 | CN(C)/C=C(\C#N)C(=O)N/N=C/c1ccc(F)cc1 | 1 | 7 | -3 | 2 | 104
7 | O=C(Nc1cccc(Cl)c1N1CCCCC1)c1ccc(N2CCOCC2)c([N+](=O)[O-])c1 | -2 | 4 | 7 | -10 | 98
8 | COc1ccccc1N1CCN(C(=O)CCCCCn2c(=O)[nH]c3ccsc3c2=O)CC1 | -1 | -1 | 3 | 0 | 108
9 | CCCCN(CCCC)CCn1cnc2c([nH]c3ccc(OC)cc32)c1=O | 7 | 9 | -1 | -8 | 81
10 | CCN(CC)S(=O)(=O)c1cc(NC(=O)[C@@H](NC(N)=O)C(C)C)ccc1C | -7 | -7 | -19 | 1 | 93

item | BCLXL inh | Fam108B inh | Efflux pump inh | MEX-5 binding
1 | 7 | 0 | -0.2 | -3.5
2 | -4 | -7 | 0.9 | 2.6
3 | 6 | -2 | 0.0 | .
4 | 4 | -2 | -0.1 | -0.7
5 | -6 | -2 | 0.0 | -4.8
6 | 6 | -3 | -0.3 | -0.2
7 | 7 | 4 | 0.1 | -2.2
8 | -1 | -2 | 0.0 | 1.1
9 | 3 | -3 | 0.0 | -0.5
10 | -2 | -2 | 0.2 | 2.4

Further entries.
item | Compound | MCL1-BIM inh | GLD-1 TGE inh | EBNA-1 inhibitor | ZTA DNA inh | CR mimetic SO
11 | CCOC(=O)c1cnc(SCC(=O)Nc2ccccc2C(=O)OC)nc1N | -1 | 2 | -12 | -22 | 83
12 | COc1ccccc1CNCc1cc(Br)ccc1OC | 0 | -2 | 7 | 4 | 98
13 | COc1ccccc1-c1coc2c(CN(C)C)c(O)ccc2c1=O | 3 | 3 | 7 | 0 | 90
14 | CC(=O)OC(C(=O)Nc1ccccc1)C(C)S(=O)(=O)c1ccccc1 (centres undefined) | -6 | -1 | -1 | 3 | 83
15 | COc1ccc(/C=C2\SC(=S)N(c3cccnc3)C2=O)cc1 | 5 | 1 | 0 | 11 | 96
16 | Cc1c[n+](CC(=O)c2ccccc2)cs1 | 10 | -2 | -3 | 13 | 104
17 | O=C(CCCC(=O)NCCc1ccccc1)NCCc1ccccc1 | 2 | -1 | 1 | -7 | 91
18 | Cn1c(N)c(C(=O)CSc2nc(C3CC3)n(-c3ccccc3)n2)c(=O)[nH]c1=O | 69* | -4 | . | 11 | 99
19 | Nc1ccc(C23CC4CC(CC(C4)C2)C3)cc1 | 3 | 4 | -7 | -18 | 95
20 | Cc1cc(C)c(C(N)=O)c(SCC(=O)c2ccc(Cl)cc2)n1 | 0 | 3 | -7 | 9 | 120

item | BCLXL inh | Fam108B inh | Efflux pump inh | MEX-5 binding
11 | 1 | 1 | 0.2 | 1.4
12 | 2 | 1 | -0.2 | -0.9
13 | 7 | 2 | -0.2 | 1.7
14 | 10 | 1 | -0.1 | 1.0
15 | 0 | 0 | -0.2 | -6.2
16 | 9 | -10 | -0.1 | -0.9
17 | 4 | -2 | 0.8 | 0.0
18 | 10 | . | -0.1 | .
19 | 5 | 1 | 0.1 | -1.6
20 | -1 | -2 | 0.2 | 2.4

(cont.)
item | Compound | MCL1-BIM inh | GLD-1 TGE inh | EBNA-1 inhibitor | ZTA DNA inh | CR mimetic SO
21 | CC(=O)N/N=C(\C)CC(=O)NC(C)(C)C | 4 | 1 | 7 | -16 | 95
22 | Cn1c(O)c(N=NC(=O)CNC(=O)/C=C/c2ccccc2)c2ccccc21 | 3 | -8 | 4 | -2 | 108
23 | CCCc1cc(=O)[nH]c(SCC(=O)c2c(N)n(C)c(=O)n(C)c2=O)n1 | 0 | 3 | 4 | 3 | 95
24 | C=CCNc1nc(N)c([N+](=O)[O-])c(NC2CCCCC2)n1 | -2 | -5 | 5 | -17 | 115
25 | COc1cc2c(cc1OC)C(c1cccs1)CC(=O)N2 (centres undefined) | 2 | 4 | -1 | 16 | 107
26 | Cc1ccc(-c2nnn(CC(=O)N3CCC(C)CC3)n2)o1 | -1 | 1 | 7 | 29 | 100
27 | Cc1cc(O)c(C(=O)/C=C/c2cccc([N+](=O)[O-])c2)c(=O)o1 | 5 | -5 | 0 | -6 | 89
28 | Cc1ncoc1C(=O)Nc1cccc(Cl)c1C | -2 | 11 | 6 | 0 | 93
29 | Cc1nn(C)c(Oc2ccccc2)c1[N+](=O)[O-] | 5 | 3 | 11 | 20 | 151
30 | Cc1ccc2c(c1)sc(-c1ccc(N(C)C)cc1)[n+]2C | 10 | -220 | 6 | -5 | 73

item | BCLXL inh | Fam108B inh | Efflux pump inh | MEX-5 binding
21 | 6 | 3 | -0.2 | -6.5
22 | 5 | -1 | 0.4 | 1.1
23 | 1 | 3 | 0.0 | -0.7
24 | 2 | -1 | 0.0 | 2.4
25 | -1 | 1 | 0.0 | 2.3
26 | 4 | -5 | 0.0 | 2.1
27 | 5 | -2 | -0.1 | -1.6
28 | 9 | -2 | 0.1 | -0.7
29 | 4 | -3 | 0.1 | 2.6
30 | 2 | 6 | -0.1 | 18

Arranged by molar mass (smallest number first): some entries from above
item | Compound | MCL1-BIM inh | GLD-1 TGE inh | EBNA-1 inhibitor | ZTA DNA inh | CR mimetic SO
30 | Cc1ccc2c(c1)sc(-c1ccc(N(C)C)cc1)[n+]2C | 10 | -220 | 6 | -5 | 73
22 | Cn1c(O)c(N=NC(=O)CNC(=O)/C=C/c2ccccc2)c2ccccc21 | 3 | -8 | 4 | -2 | 108
23 | CCCc1cc(=O)[nH]c(SCC(=O)c2c(N)n(C)c(=O)n(C)c2=O)n1 | 0 | 3 | 4 | 3 | 95

item | BCLXL inh | Fam108B inh | Efflux pump inh | MEX-5 binding
30 | 2 | 6 | -0.1 | 18
22 | 5 | -1 | 0.4 | 1.1
23 | 1 | 3 | 0.0 | -0.7

(list continues)
item | Compound | MCL1-BIM inh | GLD-1 TGE inh | EBNA-1 inhibitor | ZTA DNA inh | CR mimetic SO
31 | Cc1cc(C(c2ccc(O)cc2)c2cc(C)c(O)cc2C)c(C)cc1O | 4 | 2 | 5 | -14 | 101
32 | Cc1cccn2c(=O)c(/C=N/O)c(N3CCCC3)nc12 | -2 | 4 | -1 | 16 | 94
33 | C=CCNC(=O)c1cccc(C(F)(F)F)c1 | -1 | 5 | -7 | 5 | 87
34 | Cc1nn(C)cc1C(C(=O)NC1CCCCC1)N(C(=O)c1cnccn1)c1ccc(Oc2ccccc2)cc1 (centres undefined) | 4 | 4 | -7 | -5 | 101
35 | Nn1c(COc2cccc(Cl)c2)nc2ccccc2c1=O | 5 | 6 | -5 | -29 | 113
36 | Clc1ccc(Cn2nnc(-c3ccccc3)n2)cc1 | 7 | 7 | 0 | 18 | 97
37 | CCc1nc(C)cn1S(=O)(=O)c1cc(F)ccc1OC | 2 | -2 | 3 | 11 | 98
38 | CN(C)CCCNCCCNC(=O)c1ccncc1 | -2 | -1 | -7 | -14 | 95
39 | CCOC(=O)c1sc(N/N=C/c2cccc(C)c2)nc1C | 1 | -8 | -9 | 7 | 95
40 | COC(=O)C1CCN(C(=O)COC(=O)c2ccc3[nH]c4c(c3c2)CCCC4)CC1 | -7 | 2 | -8 | -7 | 85

item | BCLXL inh | Fam108B inh | Efflux pump inh | MEX-5 binding
31 | 5 | 3 | -0.1 | 1.8
32 | 1 | -2 | 0.1 | -0.5
33 | -3 | 2 | 0.4 | 1.0
34 | 5 | -1 | -0.1 | 3.2
35 | -1 | 4 | -0.2 | 1.2
36 | 0 | -2 | 0.1 | -0.9
37 | 6 | -3 | 0.0 | 2.3
38 | 5 | 4 | 0.0 | -1.2
39 | 0 | -6 | 0.1 | 1.4
40 | -3 | 1 | -0.1 | -0.8

More structures.
item | Compound | MCL1-BIM inh | GLD-1 TGE inh | EBNA-1 inhibitor | ZTA DNA inh | CR mimetic SO
41 | COc1ccc(-c2cc(C(F)(F)F)nc(SCC(=O)Nc3ccc4c(c3)OCO4)n2)cc1 | 8 | -2 | 22 | -29 | 105
42 | C/C(N)=C(/C#N)C(=O)COC(=O)C1CCN(C(=O)c2ccc(Cl)cc2)CC1 | 8 | 5 | -1 | -27 | 96
43 | Cc1ccc(CN2CCN(/N=C/c3ccc(C(=O)O)cc3)CC2)c(C)c1 | 1 | 10 | -13 | -19 | 91
44 | CC(=O)Nc1nonc1-n1nnc(C(=O)NCc2ccccc2)c1C | 8 | 3 | 7 | -3 | 87
45 | CCOc1ccc(NC(=O)c2ccccn2)cc1 | -12 | 17 | 2 | -33 | 110
46 | COc1cc(NC(=O)NC(C)(C(F)(F)F)C(F)(F)F)cc(OC)c1OC | -7 | -6 | 8 | 4 | 107
47 | CCOC(=O)C1(Cc2ccccc2)CCN(Cc2cn[nH]c2-c2ccccc2)CC1 | 3 | 3 | 1 | -5 | 112
48 | O=C1CS/C(=N/N=C2C3CC4CC(C3)CC2C4)N1 | 6 | -4 | 3 | 6 | 103
49 | COc1ccc(C)cc1NC(=O)NCCCCc1ccccc1 | 2 | 2 | 3 | 13 | 74
50 | CC(C)NC(=O)C(c1ccc(F)cc1)N(C(=O)CCC(=O)Nc1ccccn1)c1cccc(F)c1 (centres undefined) | 3 | 2 | 3 | -4 | 110

item | BCLXL inh | Fam108B inh | Efflux pump inh | MEX-5 binding
41 | 6 | -3 | -0.1 | 1.8
42 | 7 | 6 | -0.1 | -1.6
43 | 10 | 0 | 0.0 | 0.8
44 | 6 | 0 | -0.2 | -1.2
45 | 6 | 1 | 0.2 | -6.2
46 | -3 | 2 | 0.0 | -3.0
47 | 4 | -2 | -0.1 | 1.2
48 | 4 | 1 | -0.1 | 0.8
49 | 2 | 2 | 0.6 | 1.1
50 | 3 | 0 | 0.0 | 1.2

Next part:
item | Compound | MCL1-BIM inh | GLD-1 TGE inh | EBNA-1 inhibitor | ZTA DNA inh | CR mimetic SO
51 | O=C(N/N=C/c1cn(-c2cccs2)nc1-c1ccccc1)c1ccccc1Cl | 1 | 5 | -6 | 2 | 77
52 | COc1ccccc1N1CCN(C2CCCN(C(=O)c3ccoc3C)C2)CC1 (centres undefined) | 3 | 11 | -6 | 11 | 110
53 | COCCCN(C(=O)CCOc1ccc(C(C)(C)C)cc1)c1c(N)n(Cc2ccccc2)c(=O)[nH]c1=O | -1 | 8 | -4 | -19 | 97
54 | CCCCN1CC(=O)N2[C@H](c3ccc(OC)cc3)[C@@H]3C(=O)N(CC)C(=O)[C@@H]3[C@]2(C)C1=O | 10 | 3 | 6 | -8 | 94

item | BCLXL inh | Fam108B inh | Efflux pump inh | MEX-5 binding
51 | -2 | -27 | 0.1 | 0.8
52 | 7 | -2 | 0.1 | 0.5
53 | 1 | 1 | 0.0 | 2.2
54 | 3 | 3 | -0.1 | 1.0
